LANA DNA inh – KSHV C-LANA DNA binding inhibition; actives 0.078% (n = 340,000); MBP-C-LANA/FAM-LBS DNA binding, fluorescence polarization; inhibition, % at 9 µM;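 active means highest replicate inhibition at or above 60% at 9 µM, even if other replicates fall short; inactive means all replicates below 60% inhibition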;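 further: 0% = neutral control wells and 100% = 4 µM acridine orange control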
Rtt109 Vps75 – C. albicans Rtt109 histone acetyltransferase inhibition; inhibition, % at 34.9 µM; Q5AAJ8; actives 0.16% (n = 330,000); AID 540336; purified Rtt109/Vps75, ThioGlo CoA-SH fluorescence, 4 h;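 active means inhibition of at least 50% in every replicate; inconclusive means best replicate reaches 50% inhibition but some replicates fall short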
Target sequence (Q5AAJ8 whole entry, looked up): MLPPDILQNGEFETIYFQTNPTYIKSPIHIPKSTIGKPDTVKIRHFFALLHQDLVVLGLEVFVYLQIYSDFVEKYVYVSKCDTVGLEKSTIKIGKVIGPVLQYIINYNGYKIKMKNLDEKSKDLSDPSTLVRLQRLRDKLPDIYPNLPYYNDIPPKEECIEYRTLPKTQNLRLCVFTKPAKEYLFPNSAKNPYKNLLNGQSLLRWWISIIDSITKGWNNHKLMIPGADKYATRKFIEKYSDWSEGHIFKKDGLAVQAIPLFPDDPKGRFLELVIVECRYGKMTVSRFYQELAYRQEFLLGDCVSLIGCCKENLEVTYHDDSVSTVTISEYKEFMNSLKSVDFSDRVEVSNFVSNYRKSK
cardiac RTF act – cardiac RTF calcium sensitization; AID 493008; actives 0.24% (n = 340,000); activation, % at 7.2 µM; IANBD-labeled TnC RTF fluorescence at EC20 calcium; 0% EC20 calcium, 100% full calcium;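 active means activation above the mean over all tested compounds plus 3 SD, cut at about 30% in these data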;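 further: rise in fluorescence read as greater calcium sensitivity of cardiac thin filaments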
CDK5 inh – blocks human CDK5/p35 kinase activity | Q00535+Q15078 | Recombinant CDK5/p35, ADP-Glo luminescence, 60 min | inhibition, % at 10 µM | actives 0.01% (n = 330,000) | AID 488839;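 active means highest replicate inhibition of at least 50% and at least 75% of replicates reaching 50%; inconclusive means only one of the two criteria met; inactive means both criteria failed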;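 further: plate controls were DMSO neutral control for no effect and GW8510 at 10 µM for full effect; many of its hits are not listed in these tables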
Keap1-Nrf2 PPI – Keap1-Nrf2 (human) interaction inhibition. Q14145. Keap1 Kelch-Nrf2 peptide fluorescence polarization, 1536-well. inhibition, % at 9.4 µM. actives 0.15% (n = 340,000). AID 504523; in the data active means inhibition above about 12%; inconclusive means no clear call, values can overlap the other calls; inactive means below about 7.3%;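 further: human Keap1 Kelch domain with fluorescein labeled Nrf2 9mer peptide probe; 0% = neutral control wells and 100% = peptide positive control; higher means more block of Keap1 binding to Nrf2 peptide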
Target sequence (Q14145 whole entry, looked up, the tested form may be a part): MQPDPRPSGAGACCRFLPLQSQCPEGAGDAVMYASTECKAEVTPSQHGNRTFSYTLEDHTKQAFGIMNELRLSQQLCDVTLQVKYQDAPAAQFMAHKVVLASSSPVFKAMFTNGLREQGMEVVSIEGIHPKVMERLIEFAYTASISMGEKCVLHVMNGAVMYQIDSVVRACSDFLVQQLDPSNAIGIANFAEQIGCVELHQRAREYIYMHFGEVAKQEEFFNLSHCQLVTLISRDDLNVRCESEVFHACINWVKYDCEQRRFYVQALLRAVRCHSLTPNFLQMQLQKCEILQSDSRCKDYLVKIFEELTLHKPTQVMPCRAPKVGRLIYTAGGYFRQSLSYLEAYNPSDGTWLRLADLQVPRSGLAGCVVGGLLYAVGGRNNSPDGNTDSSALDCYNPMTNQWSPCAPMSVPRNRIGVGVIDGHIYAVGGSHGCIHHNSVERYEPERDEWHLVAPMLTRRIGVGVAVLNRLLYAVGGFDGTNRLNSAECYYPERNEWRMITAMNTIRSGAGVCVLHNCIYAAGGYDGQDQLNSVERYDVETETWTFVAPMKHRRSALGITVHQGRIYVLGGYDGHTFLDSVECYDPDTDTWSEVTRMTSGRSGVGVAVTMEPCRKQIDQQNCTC
Cardiac RTF inh – cardiac RTF calcium desensitization | P19429+P45379 | inhibition, % at 7.15 µM | AID 493244 | IANBD-labeled cardiac RTF, Ca2+ fluorescence | actives 0.12% (n = 340,000);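 active means inhibition above the mean inhibition of all tested compounds plus 3 SD, cut at about 17% in these data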;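 further: assay run at fixed EC70 calcium of 1.6 mM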
PvdQ inh – P. aeruginosa PvdQ acylase inhibition. purified PvdQ acylase, fluorescence plate reader. actives 0.063% (n = 340,000). inhibition, % at 10 µM; in the data active means inhibition above about 30%, passing the limit was not always enough; inconclusive means no clear call, values can overlap the other calls;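 further: 0% = vehicle neutral wells and 100% = reference inhibitor wells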
Mot1-301 SUMO – blocks SUMOylation pathway, rescuing yeast Mot1-301 growth; S. cerevisiae Mot1-301 growth rescue, ATP luminescence, 38.5C; percent above DMSO median, 100 means doubled; growth rescue, % at 18.8 µM; actives 1% (n = 320,000); AID 2716;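 active means every valid replicate shows activation above 250% relative to neutral control wells; inactive means the rest, any valid replicate at or below 250%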;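 further: OY570 slx delta 5 strain wells were the positive control but not used for scaling; some compounds called inactive have numbers as strong as hits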
PfHsp90 yeast 2 – growth inhibition of yeast expressing Plasmodium Hsp90; S. cerevisiae expressing PfHsp90, BacTiter-Glo ATP, 48 h; yeast lacking PDR1 and PDR3 efflux regulators; inhibition, % at 9.4 µM; actives 0.32% (n = 310,000); AID 504621;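 active means every replicate shows inhibition above about 80%, whatever the replicate mean, limit read from the data; inconclusive means mean inhibition reaches the set limit but some replicate falls short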;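 further: 0% = DMSO neutral controls and 100% = 20 µM radicicol positive controls; yeast relying on Plasmodium falciparum Hsp90 in place of its own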
NSD2 HMT inh – NSD2 (human) methyltransferase inhibition | O96028 | NSD2 peptide methylation, AlphaScreen, 120 min | inhibition, % at 12.5 µM | actives 0.54% (n = 310,000) | AID 743445; in the data active means inhibition above about 50%
dFosB activator – enhances mouse delta FosB homodimer DNA binding | actives 0.99% (n = 340,000) | AID 493131 | purified delta FosB, TAMRA-CDK5 oligo fluorescence polarization; percent of positive-control signal above neutral wells | activation, % at 25 µM;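 active means mean activation above about 17%, with every replicate also reaching it, limit read from the data, passing the limit was not always enough; inconclusive means only one of the two conditions met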;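 further: fluorescence polarization rise as delta FosB binds a TAMRA Cdk5 AP-1 oligo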
Starred values were filed as active, the others as inactive; ? = inconclusive; / = no result given.

SMILES | LANA DNA inh | Rtt109 Vps75 | cardiac RTF act | CDK5 inh | Keap1-Nrf2 PPI | Cardiac RTF inh | PvdQ inh | Mot1-301 SUMO | PfHsp90 yeast 2 | NSD2 HMT inh | dFosB activator
Nc1nnc(N2CCc3ccccc32)s1 | -2.2 | 1 | -3 | -1.5 | -2 | -11 | -5 | 0 | -25 | / | -1
CN=C(NC#N)SCC(=O)c1ccc(Cl)cc1Cl | 0.2 | -4 | 0 | 8.9 | -2 | 1 | 0 | 6 | / | 39 | 2
C#CCNC(=O)C1=C[C@@H](c2ccc(Br)cc2)C[C@@H](OCc2ccc(CO)cc2)O1 | 1.6 | 5 | -3 | 0.6 | -4 | -8 | -13 | 14 | -23 | / | -3
Oc1c(C(c2ccccc2)N2CCN(Cc3ccccc3)CC2)sc2ncnn12 (stereo not given) | 0.4 | 0 | -8 | -0.5 | -1 | 4 | -14 | -15 | -8 | / | -6
Cc1ccc2nc(/C(C#N)=N/O)[nH]c2c1 | -0.8 | -9 | -1 | 0.2 | -2 | -6 | -8 | -11 | 9 | 0 | 6
CN1OC[C@@H]2CN(Cc3ccccc3)[C@H](c3cccc(-c4ccc(C#N)cc4)c3)C[C@@H]21 | -1.5 | 8 | 7 | -0.1 | -3 | -9 | -19 | / | -17 | / | -15
CCOc1ccc(C(=O)Nc2nnc(S(=O)(=O)Nc3ccccc3C)s2)cc1 | 0.2 | 4 | 0 | 1.3 | 4 | -1 | 5 | 1 | -15 | / | 2
COCCn1c(SCC(=O)N2CCc3ccccc3C2)nc2cc(Cl)ccc2c1=O | 0.5 | -3 | -4 | 2.8 | -5 | 1 | 10 | -16 | -16 | -1 | -5
CC(C)(C)OC(=O)N1CCC(c2cc(=O)n3[nH]c(-c4ccc(Cl)cc4)cc3n2)CC1 | 0.1 | 6 | 1 | -1.7 | -5 | -8 | -14 | -22 | -17 | / | -5
Cc1cc(C)cc(-n2c(C)cc(C(=O)CSc3nnnn3C)c2C)c1 | -1.2 | -4 | -5 | 3.4 | -1 | -4 | -7 | 3 | -11 | 4 | -3
COc1cccc(OCc2cc(C(=O)NC3CCOCC3)no2)c1 | 1.4 | -3 | 3 | -0.5 | 2 | -3 | 7 | 1 | 1 | -4 | -9
O=C(C1CC1)N1CCN=C1SCc1cccc(F)c1 | -0.6 | 2 | 2 | -0.5 | -3 | -2 | -7 | 5 | 9 | / | -6
COc1ccc2oc(C(=O)OC(C)C(=O)N3CCC(C)CC3)c(C)c2c1 (stereo not given) | -0.8 | -4 | -2 | 1.4 | 2 | -2 | 2 | 0 | 2 | 1 | -13
O=C(NNC(=S)NC(=O)c1cccc([N+](=O)[O-])c1)c1ccc(O)cc1 | -0.3 | / | 5 | 2.1 | 2 | 0 | -5 | 171 | -2 | 0 | 9
COc1cc(/C=C(\C#N)c2nc3ccccc3s2)ccc1OCC(=O)Nc1ccccc1 | 7.7 | -1 | 34* | 0.8 | 11 | -23 | -18 | 113 | -14 | / | -35
CCOc1ccccc1NC(=O)CN(c1ccc(OC)cc1)S(=O)(=O)c1c(C)[nH]c(=O)[nH]c1=O | -0.9 | 4 | -2 | -0.2 | 2 | 3 | -8 | 31 | 2 | 3 | -6
CCOc1cc(C(=O)Nc2ncn[nH]2)cc(OCC)c1OCC | -0.4 | 8 | -1 | 0.2 | -3 | 2 | -12 | -14 | / | 40 | 1
CC1CCN(C(=O)C(=O)Nc2sc3c(c2C(=O)O)CC(C)(C)OC3)CC1 | -2.4 | 3 | -2 | / | 2 | 1 | -9 | 4 | -15 | -6 | 0
COc1ccc(-c2c(=O)n(OCc3ccccc3[N+](=O)[O-])c3ccccc3[n+]2[O-])c(OC)c1 | 0.2 | -5 | 3 | 0.0 | 0 | -2 | -10 | 4 | -19 | 34 | -14
Cc1ccccc1CCN(CC(=O)NCc1ccc(F)cc1)C(=O)c1csnn1 | 1.0 | 1 | -3 | -0.9 | 1 | 0 | -6 | 5 | 7 | -6 | -8
O=C1N=C(N2CCOCC2)S/C1=C\c1ccccc1OS(=O)(=O)c1ccccc1 | 0.9 | -4 | 4 | -2.3 | -4 | -2 | -13 | -3 | -6 | 0 | -13
C=C(C)c1cccc(C(C)(C)NC(=O)NCc2ccc(OC)cc2)c1 | -0.3 | -6 | 1 | -0.5 | 1 | 1 | 10 | -27 | 3 | -3 | 2
Cc1ccc(Nc2c([N+](=O)[O-])ccc3c2=NC2(CCCCC2)N=3)cc1 | 3.5 | -7 | -23 | -1.0 | 2 | -2 | -7 | -25 | -4 | / | 4
O=c1cc(N2CCCCC2)[nH]c(=O)n1C1CCCCC1 | 1.0 | 2 | 5 | -0.4 | -1 | 2 | 7 | 15 | 1 | / | -2
Cn1c(=O)[nH]c2cc(Cl)cnc21 | 12 | -6 | 0 | 2.6 | ? | -5 | -12 | 618 | 1 | -2 | -3
CC1C(=O)N2CCCc3cc(S(=O)(=O)N4CCN(c5ccccc5F)CC4)cc1c32 (stereo not given) | -0.5 | -5 | 3 | -0.8 | -7 | -4 | -10 | 8 | 0 | 1 | -17
COc1ccc2c(c1)c(C(=O)N/N=C/c1ccc(O)c(O)c1)c(C)n2C | -0.6 | 1 | -1 | -1.0 | -3 | 7 | 11 | -30 | 7 | 33 | -6
COc1ccc(OC)c(Nc2nc(-c3c(C)nc4ncccn34)cs2)c1 | -0.5 | 5 | -5 | 1.4 | -3 | 4 | -7 | -16 | -3 | 2 | -18
O=C(COc1ccc(Cl)cc1Cl)NCC1(N2CCOCC2)CCCCC1 | -0.9 | -2 | 2 | -0.9 | -3 | -4 | -11 | -10 | -2 | 5 | -6
CC(=O)c1ccc(S(=O)(=O)NCCC(=O)N2CCN(c3ccccn3)CC2)cc1 | -1.2 | -10 | 3 | 0.1 | -1 | -7 | -15 | 3 | -22 | 9 | -5
COC1c2ccccc2C(=O)N1CCc1ccc(Cl)cc1 (stereo not given) | 1.4 | -6 | -2 | -1.2 | 1 | 1 | -14 | 248 | 2 | -4 | -10
COc1cccc(C(=O)C2CCCN(C(=O)c3ccc(C#CC(C)(C)O)cc3)C2)c1 (stereo not given) | 0.5 | 2 | 11 | -6.7 | -3 | -8 | -28 | -15 | 10 | 0 | -3
N#CC1=C(SCC(=O)NC2CCCCC2)NC(=O)CC1c1ccco1 (stereo not given) | 0.2 | -1 | 2 | -2.4 | 2 | -14 | -12 | -5 | -27 | 1 | -2
O=C(O)CC1S/C(=N/N=C/c2ccc(-c3ccc(Cl)c([N+](=O)[O-])c3)o2)NC1=O (stereo not given) | 2.4 | 1 | 2 | -1.4 | 2 | -3 | -17 | 10 | 17 | 3 | -2
CC(C)N(C(=S)NCc1ccccc1)c1ccccc1 | 0.4 | 1 | 5 | -4.1 | -3 | -15 | -13 | 4 | -8 | -2 | -8
COC(=O)Cc1ccc(NC(=S)NCc2ccco2)cc1 | 1.5 | -8 | -3 | -0.1 | -5 | 0 | 8 | -8 | 9 | 0 | -1
CC(=O)c1cc(C(C)=O)c(C)nc1C | -0.4 | -9 | 5 | 2.6 | -4 | -6 | -10 | -20 | 14 | 2 | 1
CCN(CC)C(=O)Oc1ccc(NC(C)=O)cc1 | 0.8 | / | -1 | -0.9 | 2 | -2 | -2 | -11 | / | -3 | 5
O=C(Cn1cnc2c(nnn2Cc2ccc(F)cc2)c1=O)NCc1ccco1 | 0.1 | 4 | -3 | -1.1 | -2 | -4 | -11 | -4 | 3 | 14 | -11
Cc1ccc(-n2ncc3c(N4CCN(c5ccc(F)cc5)CC4)ncnc32)c(C)c1 | -1.6 | 9 | -2 | 0.3 | -9 | 8 | 2 | 140 | -8 | -6 | 1
COc1ccc(N(C(=O)c2cccnc2)S(=O)(=O)c2ccccc2)cc1 | 0.8 | 0 | -6 | -1.2 | 2 | -12 | -3 | 145 | 16 | -1 | 5
CC1(CCc2ccccc2)NC(=O)N(CC(=O)O)C1=O (stereo not given) | 0.1 | -6 | 1 | 2.1 | -4 | -4 | -4 | -13 | -9 | -3 | 5
Cc1c(NC(=O)c2cccs2)cccc1C(=O)O | 1.8 | 1 | -3 | 1.0 | -1 | -7 | -15 | 187 | 72 | -3 | 2
COc1ccc(Br)cc1-c1nc(CCl)cs1 | -0.2 | 6 | 4 | 0.5 | -5 | 0 | 3 | -6 | -6 | 2 | -11
CC(=O)c1ccc(NC(=S)Nc2cccc3cnccc23)cc1 | -0.3 | 2 | -6 | 5.8 | -4 | -4 | 4 | 2 | -2 | 81* | -5
Cc1ccc(C)c(NC(=O)CN(C)C(=O)c2sccc2C)c1 | 2.1 | ? | 0 | 3.7 | 2 | -19 | 11 | 14 | / | 12 | -8
Cc1cc(C)cc(NC(=O)C(=O)NCCc2c[nH]c3ccccc23)c1 | -0.7 | -5 | -4 | -3.4 | -3 | -3 | -14 | 34 | -9 | / | -1
CC1(C)CC2(CC(c3ccccc3)c3ccc(O)cc3O2)NC(=S)N1 (stereo not given) | -3.2 | 11 | 1 | 0.3 | 2 | -4 | -9 | -19 | / | 8 | -5
O=C(O)CCCN1C(=O)/C(=C\c2ccco2)SC1=S | 43 | -1 | 1 | -2.5 | 3 | 12 | -5 | / | -18 | 101* | -2
COc1cccc2c(=O)c(C(=O)O)c[nH]c12 | 0.5 | -10 | -1 | -0.3 | -1 | -11 | -14 | -32 | 23 | / | -3
Cc1ccc(C(=O)c2ccc(CC(=O)O)n2C)cc1 | -0.5 | 1 | 2 | -2.0 | -7 | 2 | -8 | -4 | 10 | / | 3
O=C(Cn1c2ccccc2c(=O)c2ccccc21)N/N=C/c1ccc(N2CCCC2)c([N+](=O)[O-])c1 | 0.0 | -9 | -2 | -1.1 | 2 | -14 | 7 | -8 | -26 | -2 | 2
Cc1ccc(/C=N/Nc2ccc(Cl)nn2)cc1 | -2.3 | -3 | -1 | -0.6 | 1 | 3 | -4 | 11 | 6 | 2 | -6
CS(=O)(=O)c1ccc(C(=O)OCC(=O)NC2CCS(=O)(=O)C2)cc1[N+](=O)[O-] (stereo not given) | -1.6 | -4 | -7 | 1.6 | 0 | -9 | 2 | 6 | 3 | 7 | -10
S=c1[nH]nc(C(c2ccccc2)C2CCCCC2)o1 (stereo not given) | 0.7 | 3 | 5 | -5.9 | -3 | 3 | -4 | -19 | 5 | 13 | -2
COC(C/C=C\[C@H](O)[C@@H](C)OCc1ccccc1)OC | 1.4 | 0 | -2 | -0.6 | -5 | 7 | -11 | -6 | / | / | 9
